Screens as filed in PubChem BioAssay.
p-CIP stab down: p/CIP-EGFP fusion destabilizers, primary screen, fluorescence, F442A cells. 16 h. decrease of EGFP signal, % at 10 µM. 290,000 tested, 0.01% active. AID 1984, 2009;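 active means EGFP signal decrease of at least 30% at 10 µM or well 3 SD below plate mean, unless failing retest; inactive means the rest, including hits failing retest or dose response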; further: some compounds called inactive have numbers as strong as hits; many of its hits are not listed in these tables
IDE cell activ: human IDE activators in live cells, primary screen, fluorescence polarization, HEK cells, FAbeta-B substrate; Insulin-degrading enzyme (Homo sapiens), P14735; FAbeta-B cleavage; 0% vehicle, 100% cell-free pure enzyme wells; activation, % at 5.96 µM; 340,000 tested, 0.073% active;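 active means activation above the mean of all tested compounds plus 3 SD, set per screening campaign, cut at about 17% in these data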
HCV NS3 hel inh: inhibitors of HCV NS3 helicase, primary screen, biochemical, Cy5 molecular beacon fluorescence | Hepatitis C virus NS3 helicase | NS3 helicase DNA unwinding | inhibition, % at 10.9 µM | 290,000 tested, 0.56% active | AID 1800, 2009;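 active means inhibition above the mean of all tested compounds plus 3 SD, set per campaign, cut at about 35% in these data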;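 further: 0% = DMSO wells and 100% = thioflavine S control wells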
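test system = hepatitis C virus NS3 helicase domain fragment enzyme | reagent = annealed dual-labelled DNA beacon duplex, ATP-started | times = 1 h at 25 °C | detection = Cy5 fluorescence, 0 and 60 min reads | read-out basis = percent inhibition from t60/t0 fluorescence ratio | control set = DMSO and thioflavine S | replication = one well per compound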
DNA FID counter: compounds displacing fluorescent DNA intercalator, primary screen, artefact control for HCV NS3 helicase inhibitor project, biochemical, FID fluorescence. DNA fluorescent intercalator displacement. inhibition, % at 7.9 µM. 290,000 tested, 0.17% active. AID 1845, 2009; in the data active means inhibition above about 37%;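 further: 0% = vehicle and 100% = reference compound; higher means more ethidium bromide displaced from hairpin DNA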
VIM-2 inhibitor: VIM-2 metallo-beta-lactamase inhibitors, primary screen, biochemical, epi-absorbance readout, Pseudomonas aeruginosa enzyme. inhibition, % at 5.6 µM. purified VIM-2, nitrocefin hydrolysis, epi-absorbance fluorescence. 290,000 tested, 0.89% active;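 active means inhibition above the mean of all tested compounds plus 3 SD, cutoff set per screening run, cut at about 7.5% in these data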;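 further: red hydrolysis product quenches plate fluorescence so inhibitors raise well fluorescence; 0% = enzyme with DMSO and 100% = DMSO without enzyme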
IDE inh: human IDE inhibitors in live cells, primary screen, fluorescence polarization, HEK cells, FAbetaB substrate; FAbetaB cleavage; inhibition, % at 5.59 µM; 320,000 tested, 0.41% active; AID 434962, 2010;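 active means percent inhibition above the average of all tested compounds plus 3 SD, set per screening campaign, cut at about 16% in these data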;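 further: IDE supplied by intact live HEK cells; FP after avidin binding of uncleaved biotin substrate so inhibition keeps polarization high; 0% = DMSO wells and 100% = 60 µM reference IDE inhibitor Ii1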
M18AAP inhibitor: PfM18AAP inhibitors, malaria aminopeptidase, primary screen, biochemical, QFRET, recombinant enzyme; M18 aspartyl aminopeptidase (Plasmodium falciparum 3D7); H-Glu-NHMec fluorogenic cleavage; inhibition, % at 7.35 µM; 290,000 tested, 1.2% active; AID 1822, 2009;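 active means inhibition above the campaign mean inhibition over all tested compounds plus 3 SD, cut at about 28% in these data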;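 further: 0% = plate median of test compound wells and 100% = 2 mM ZnCl2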
UBC9 SUMO inh: inhibitors of in vitro SUMOylation cascade, primary screen, biochemical, HTRF, uHTS; SUMO-conjugating enzyme UBC9 (Homo sapiens), P63279; HTRF SUMOylation assay, SAE1/SAE2 + UBC9; inhibition, % at 35 µM; 290,000 tested, 0.36% active; AID 2006, 2009; in the data active means inhibition above about 50%, passing the limit was not always enough; further: strong numbers were not always called active
Target sequence (P63279 whole entry, looked up): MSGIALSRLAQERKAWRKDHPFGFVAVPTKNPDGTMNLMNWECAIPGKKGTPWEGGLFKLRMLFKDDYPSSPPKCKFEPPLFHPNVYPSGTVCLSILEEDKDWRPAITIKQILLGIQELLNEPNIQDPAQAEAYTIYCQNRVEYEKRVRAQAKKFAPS
IMP-1 inh: IMP-1 metallo-beta-lactamase inhibitors, primary screen, biochemical, epi-absorbance readout, Pseudomonas aeruginosa enzyme | purified IMP-1, nitrocefin hydrolysis, epi-absorbance fluorescence | inhibition, % at 5.6 µM | 290,000 tested, 0.45% active | AID 1556, 2009;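 active means inhibition above the mean plus 3 SD of all compounds in the same screening run, cut at about 4.5% in these data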;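 further: 0% = IMP-1 with DMSO and 100% = DMSO wells lacking enzyme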
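System – purified recombinant IMP-1 beta-lactamase · Input – IMP-1 dispensed at 0.2 nM · Timing – 15 min preincubation plus 25 min reaction at 25 °C · Signal – Epi-absorbance fluorescence, 480 nm excitation, 530 nm emission · Measure – percent IMP-1 inhibition derived from blank-referenced optical density · Controls – Enzyme-plus-DMSO low control, enzyme-free DMSO high control · Replication – singlicate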
Active calls of the source: *; / = not tested or not shown. Not a hit list; overall some 3.6% were active at least once.

1. O=C(Nc1ccnc(-c2cccnc2)n1)c1ccc(F)cc1
2. Cc1ccc(OCCn2cc(C#N)c3ccccc32)cc1
3. CC1(C)Cc2nc3[nH]c(=S)[nH]c(=O)c3cc2CO1
4. Cc1ccc2nc(SCc3cccc([N+](=O)[O-])c3)nc(C)c2c1
5. Cc1cc(=O)n2c(n1)NC(Nc1cccc(C)c1C)=NC2c1ccc(F)cc1 (configuration not stated)
6. Cn1cc(C(=O)N2CCc3ccccc3C2)c(=O)c2cc(S(=O)(=O)N3CCCCC3)ccc21
7. COc1ccc([N+](=O)[O-])cc1N(CC(O)CN1C(=O)NC(C)(C)C1=O)S(=O)(=O)c1ccccc1 (configuration not stated)
8. COC(=O)C(NC(=O)c1ccc(F)cc1)(Nc1nc(C)cs1)C(F)(F)F (configuration not stated)

assay / entry	1	2	3	4	5	6	7	8
p-CIP stab down	15	14	2	-8	-8	-5	0	-4
IDE cell activ	/	0	3	-2	/	/	-1	2
HCV NS3 hel inh	-1	-18	4	16	-3	-3	9	-6
DNA FID counter	1	0	-2	1	-7	-29	-13	-1
VIM-2 inhibitor	0.1	-5.0	-2.2	-1.4	-1.8	-1.9	-1.4	-6.5
IDE inh	0	3	-6	5	-4	2	1	2
M18AAP inhibitor	-14	7	11	-3	-1	2	-8	9
UBC9 SUMO inh	3	-72	4	-3	21	0	12	-4
IMP-1 inh	-2.4	-3.6	-1.7	-1.6	-2.8	-0.9	-3.0	-3.9

9. CCC(=O)n1nc(-c2ccc(OC)cc2)nc1N
10. COc1cc(-c2c(C#N)c(N)nc3c2CCCC3)cc(OC)c1OC
11. CCOc1ccc(-c2nnn(CC(=O)Nc3cc(OC)ccc3OC)n2)cc1OCC
12. Cc1cccc(/N=C/C2=C(O)CC(C)(C)CC2=O)n1
13. COc1cc2c(cc1OC)C1(CCCC1)CNC2c1cccc([N+](=O)[O-])c1 (configuration not stated)
14. CCN(CC)C(=O)Cn1cnc2sc(C(=O)N3CCN(c4ccc(OC)cc4)CC3)c(C)c2c1=O
15. O=C(COc1cc(Cl)ccc1Cl)Nc1nnc(C2CC2)s1
16. O=C(NCCC(=O)N1CCCCC1)c1ccc(Br)cc1

assay / entry	9	10	11	12	13	14	15	16
p-CIP stab down	-3	-4	-12	8	7	5	2	17
IDE cell activ	7	1	2	0	1	3	8	2
HCV NS3 hel inh	5	-21	-6	5	1	2	23	-1
DNA FID counter	1	-28	2	-3	8	-38	-3	-9
VIM-2 inhibitor	-1.5	2.6	1.3	-2.9	-2.5	-0.5	1.5	0.9
IDE inh	7	8	-6	3	-1	-1	1	3
M18AAP inhibitor	6	2	-12	1	-5	3	3	-7
UBC9 SUMO inh	0	7	-13	-5	-3	3	12	0
IMP-1 inh	-3.3	-0.2	-2.0	-3.2	-2.6	-2.2	2.3	-1.4

17. C[C@H](NC(=O)c1nc[nH]c1C(=O)NCc1ccccc1)C(=O)OC(C)(C)C
18. Cc1nnnn1/C(=C\c1ccccc1)C(=O)OCC(=O)N(C)C1CCS(=O)(=O)C1 (configuration not stated)
19. COCCn1nnnc1C(c1cc2ccc(OC)cc2[nH]c1=O)N1CCc2ccccc2C1 (configuration not stated)
20. O=C(O)CCC(NC(=O)c1cncc(O)c1)C(=O)O (configuration not stated)
21. O=C(/C=C/c1ccco1)N(Cc1ccc(F)cc1)C1CCS(=O)(=O)C1 (configuration not stated)
22. N#CCCN(C(=O)CN1C(=O)NC2(CCCC2)C1=O)c1ccccc1F
23. Cc1ccc2nc(-c3ccc(O)c(O)c3)cn2c1
24. O=C(CSc1nnc(NC(=O)C2CC2)s1)Nc1ccc(F)cc1F

assay / entry	17	18	19	20	21	22	23	24
p-CIP stab down	-2	0	2	-12	-1	-3	3	2
IDE cell activ	6	7	-3	3	1	6	0	2
HCV NS3 hel inh	5	-6	3	1	12	-4	-2	-2
DNA FID counter	-30	-1	-2	5	-14	-9	8	-5
VIM-2 inhibitor	-3.0	-0.3	0.4	-1.5	-0.6	-1.6	2.2	-2.9
IDE inh	2	-2	10	8	3	7	-14	-2
M18AAP inhibitor	4	2	8	-8	-19	-1	70*	3
UBC9 SUMO inh	-2	-2	81	8	16	18	10	8
IMP-1 inh	-1.5	-1.4	-0.9	-2.6	-2.0	-4.7	-4.2	-3.1

25. COc1ccc(OCC(O)CN2CCN(c3ccc(Cl)cc3)CC2)cc1 (configuration not stated)
26. CC(=O)C1(C)OC(N)=C(C#N)C(c2ccccc2)C1(C#N)C#N (configuration not stated)
27. C#CCOc1ccc(C2C3=C(CC(C)(C)CC3=O)N(CC(=O)O)C3=C2C(=O)CC(C)(C)C3)cc1OC
28. O=C(O)CN=CC1=C(O)CC(c2ccccc2)CC1=O (configuration not stated)
29. COC(=O)c1ccc(C2/C(=C(/O)c3ccc(OC)cc3)C(=O)C(=O)N2CC2CCCO2)cc1 (configuration not stated)
30. Cc1nn(CC(=O)NCCCN2CCCCC2)c(=O)c2cccn12
31. O=C(O)Cc1cn(-c2ccccc2)nc1-c1ccccc1
32. C/C(=N\Nc1nc(-c2ccccc2)cs1)c1cccs1

assay / entry	25	26	27	28	29	30	31	32
p-CIP stab down	-1	-2	9	-2	-8	2	3	0
IDE cell activ	-2	-2	3	-2	1	4	7	6
HCV NS3 hel inh	-1	10	23	8	0	1	-4	10
DNA FID counter	-5	-2	-21	-3	-18	-4	-7	-4
VIM-2 inhibitor	-1.4	-3.9	3.1	-0.1	-4.2	-3.2	1.2	-3.6
IDE inh	3	0	0	-1	0	2	0	-1
M18AAP inhibitor	-1	4	32*	5	2	1	-3	17
UBC9 SUMO inh	16	3	2	-3	6	11	10	-9
IMP-1 inh	-1.2	-2.2	-0.1	-0.8	-3.5	-4.1	-3.1	-2.6

33. Cc1cc(C(=O)NCc2ccc(S(N)(=O)=O)cc2)cs1
34. COc1cccc(CN2CCNC(=O)C2CC(=O)NCCN2CCCCC2=O)c1 (configuration not stated)
35. CCc1cccc(C)c1NC(=S)NCC(c1cccnc1)N1CCOCC1 (configuration not stated)
36. COC(=O)c1ccccc1NC(=O)n1cc(C)cn1
37. COc1ccc2ccccc2c1/C=N/NC(=S)Nc1cc(S(=O)(=O)N2CCOCC2)ccc1N1CCOCC1
38. O=C(NCc1cccnc1)C(=O)NCC1OCCCN1S(=O)(=O)c1ccccc1 (configuration not stated)
39. Cc1cc(OCC(=O)N2CCC(C(N)=O)CC2)c2c(C)c(C)c(=O)oc2c1
40. CNC(=O)c1cc(C(=O)c2ccc(Cl)cc2)c[nH]1

assay / entry	33	34	35	36	37	38	39	40
p-CIP stab down	-14	-2	6	-4	-4	0	-3	-9
IDE cell activ	-3	7	-2	4	0	4	3	-1
HCV NS3 hel inh	-15	5	-3	5	11	7	1	6
DNA FID counter	0	-12	-11	0	-2	-13	-3	-7
VIM-2 inhibitor	-1.0	-2.2	-0.5	-2.4	-3.0	-6.4	3.7	-1.5
IDE inh	6	5	2	3	6	-2	11	-3
M18AAP inhibitor	-2	11	-12	0	-1	0	-8	-7
UBC9 SUMO inh	12	0	5	28	6	-6	25	14
IMP-1 inh	-3.1	-1.8	-2.9	-3.1	-2.0	-4.9	-0.8	-2.0

41. Cc1cc(C)c2cc(C#N)c(NCCOC(=O)c3ccccc3C)nc2c1
42. COC(=O)c1cc(COc2ccc3c4c(c(=O)oc3c2)CCC4)c(C)o1
43. CCCc1cc(=O)n2c(nc3ccccc32)[nH]1
44. CCC(C)[C@H]1COCCS(=O)(=O)N1Cc1ccc(C)cc1 (some centres not stated)
45. O=C(Nc1ccc(-c2nc3cc(NC(=O)c4cccs4)ccc3o2)cc1)c1cccs1
46. CC1=CC(C)(C)[N+](C)=CN1c1ccccc1
47. N#CCOC(=O)[C@H](Cc1ccccc1)N1C(=O)c2ccccc2C1=O
48. O=S(=O)(NCc1ccc2c(c1)OCO2)c1ccc(F)c(F)c1

assay / entry	41	42	43	44	45	46	47	48
p-CIP stab down	-25	-13	-1	9	-21	-8	-8	-6
IDE cell activ	-1	/	0	3	-2	3	2	7
HCV NS3 hel inh	-1	2	2	-10	-7	-4	1	-4
DNA FID counter	0	-1	1	-26	-3	1	-16	-1
VIM-2 inhibitor	-3.3	-3.2	-1.8	-1.0	-1.0	-3.9	-1.8	2.0
IDE inh	2	1	0	1	-3	6	-8	-2
M18AAP inhibitor	0	6	-1	0	2	3	14	3
UBC9 SUMO inh	13	8	-10	-1	12	5	12	9
IMP-1 inh	-1.1	-1.5	-2.9	-0.2	-3.2	-1.4	-2.6	-3.5

Single values from the list.
Value of Cc1cc(C)c2cc(C#N)c(NCCOC(=O)c3ccccc3C)nc2c1 in IDE cell activ: -1
Value of N#CCOC(=O)[C@H](Cc1ccccc1)N1C(=O)c2ccccc2C1=O in IDE inh: -8

(further entries)
49. CCOc1ccc(Cl)cc1/C=N/NC(=O)c1ccccc1
50. COc1cc(C2c3c(oc4ccccc4c3=O)C(=O)N2c2nccs2)ccc1O (configuration not stated)
51. CCCCCCCSc1nnc(-c2ccccc2N)c(=O)[nH]1
52. NC(=O)c1snnc1-c1ccccc1

assay / entry	49	50	51	52
p-CIP stab down	8	-7	-1	-7
IDE cell activ	0	5	1	7
HCV NS3 hel inh	0	-2	12	6
DNA FID counter	-12	-1	-2	-2
VIM-2 inhibitor	-2.9	-3.7	-1.2	0.9
IDE inh	0	0	6	12
M18AAP inhibitor	1	-5	-16	5
UBC9 SUMO inh	-13	/	23	27
IMP-1 inh	-3.3	-3.6	-3.1	0.2

Laid out differently: four of the compounds above
nr | compound | p-CIP stab down | IDE cell activ | HCV NS3 hel inh | DNA FID counter | VIM-2 inhibitor | IDE inh | M18AAP inhibitor | UBC9 SUMO inh | IMP-1 inh
49 | CCOc1ccc(Cl)cc1/C=N/NC(=O)c1ccccc1 | 8 | 0 | 0 | -12 | -2.9 | 0 | 1 | -13 | -3.3
50 | COc1cc(C2c3c(oc4ccccc4c3=O)C(=O)N2c2nccs2)ccc1O (configuration not stated) | -7 | 5 | -2 | -1 | -3.7 | 0 | -5 | / | -3.6
51 | CCCCCCCSc1nnc(-c2ccccc2N)c(=O)[nH]1 | -1 | 1 | 12 | -2 | -1.2 | 6 | -16 | 23 | -3.1
52 | NC(=O)c1snnc1-c1ccccc1 | -7 | 7 | 6 | -2 | 0.9 | 12 | 5 | 27 | 0.2
